From PubChem
ABCB6 inh 2: inhibitors of human ABC transporter ABCB6; Q9NP58; fluorescence ratio to DMSO, % at 10 µM; 360,000 compounds, 0.19% hits; K562-ABCB6 porphyrin accumulation, flow cytometry, 1 h; active compounds read low;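 active = fluorescence ratio to DMSO below 75%, the collection mean minus 3 SD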;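 note: signal is porphyrin accumulated inside mitochondria; 100% equals median channel fluorescence of DMSO control wells; lower ratio means ABCB6 inhibition with less porphyrin fluorescence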
Target sequence (Q9NP58 whole entry, looked up): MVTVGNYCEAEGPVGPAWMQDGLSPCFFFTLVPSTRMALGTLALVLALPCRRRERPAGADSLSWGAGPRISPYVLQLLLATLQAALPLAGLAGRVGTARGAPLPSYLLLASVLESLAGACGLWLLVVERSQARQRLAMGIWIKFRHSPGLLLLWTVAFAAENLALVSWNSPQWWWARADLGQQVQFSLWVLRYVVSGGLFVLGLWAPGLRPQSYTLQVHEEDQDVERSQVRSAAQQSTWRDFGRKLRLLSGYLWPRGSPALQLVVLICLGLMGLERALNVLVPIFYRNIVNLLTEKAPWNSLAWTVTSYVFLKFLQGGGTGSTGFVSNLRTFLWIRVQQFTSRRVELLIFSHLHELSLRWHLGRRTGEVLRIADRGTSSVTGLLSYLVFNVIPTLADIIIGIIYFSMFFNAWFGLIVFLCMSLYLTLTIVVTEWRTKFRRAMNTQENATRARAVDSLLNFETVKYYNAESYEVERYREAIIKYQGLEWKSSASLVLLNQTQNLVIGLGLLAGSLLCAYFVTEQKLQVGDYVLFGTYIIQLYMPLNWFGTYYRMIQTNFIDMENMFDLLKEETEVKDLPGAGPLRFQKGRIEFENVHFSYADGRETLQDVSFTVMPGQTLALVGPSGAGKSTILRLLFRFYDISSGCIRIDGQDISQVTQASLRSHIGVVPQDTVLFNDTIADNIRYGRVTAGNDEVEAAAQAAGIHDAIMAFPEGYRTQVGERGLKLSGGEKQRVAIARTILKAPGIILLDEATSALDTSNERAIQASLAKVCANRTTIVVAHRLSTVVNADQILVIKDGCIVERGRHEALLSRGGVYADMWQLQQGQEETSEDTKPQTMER
Exocytosis inh: blocks lytic granule exocytosis; 360,000 compounds, 0.66% hits; inhibition, % at 10 µM; TALL-104 LAMP-1 surface exposure, flow cytometry; cells stimulated with thapsigargin and PMA;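 active = inhibition above about 55%, limit read from the data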
CaV13 ICDI inh: Disruptors of the CACNA1D IQ motif to Ca2+-dependent inactivation inhibitor domain association, primary screening, Förster resonance energy transfer in intact living …. HEK cells, CFP/YFP FRET ICDI-IQ, plate reader, 10 min; percent FRET-ratio fall versus neutral wells. inhibition, % at 12.3 µM. 340,000 compounds, 0.098% hits. AID 743397;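 active = mean replicate inhibition of at least 30% and at least 1% of replicates passing that level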;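 note: 0% = median of the neutral control wells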
MC4R antag cAMP: blocks human MC4R cAMP signaling; P32245; MC4R-expressing cells, MTII-stimulated cAMP, LANCE TR-FRET; inhibition, % at 6.5 µM; 360,000 compounds, 0.48% hits;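 active = inhibition above its plate's cutoff, the mean of tested wells on that plate plus 3 SD, cut at about 29% in these data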;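 note: 0% = Melanotan II alone and 100% = Melanotan II plus saturating MCL0020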
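Material: human MC4R-expressing U2OS cells. Probe or stimulus: Melanotan II challenge. Dosing: 6.5 µM single dose. Times: 30-min compound, 1-h challenge, 1-h detection, room temperature. Technique: TR-FRET with Eu-cAMP and labeled anti-cAMP, 671 nm. Replication: singlicate.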
ABHD5-PLIN5 inh: blocks binding of human ABHD5 to perilipin-5 | Q00G26+Q8WTS1 | Split G. princeps luciferase complementation, luminescence, 4 h | inhibition, % at 4 µM | 360,000 compounds, 0.78% hits | AID 602281;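 active = inhibition above the mean inhibition across every tested compound plus 3 SD, cut at about 22% in these data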;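 note: 0% = DMSO only wells and the 100% control is not disclosed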
MC4R ag barr: human MC4R agonism via beta-arrestin; activation, % at 8.9 µM; P32245; U2OS MC4R beta-arrestin complementation, luminescence; percent of melanotan II response, DMSO zero; AID 540308; 360,000 compounds, 0.98% hits;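 active = activation above a per-plate cutoff, the mean activation of sample wells on that plate plus 3 SD, cut at about 8% in these data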
PDI inh: inhibitors of human protein disulfide isomerase; PDI insulin aggregation turbidity, A650, 90 min; AID 588391; 350,000 compounds, 0.052% hits; P07237; inhibition, % at 10 µM;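 active = mean inhibition across replicates of 30% or more, whatever share of single replicates reach that level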;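 note: absorbance from insulin aggregation driven by PDI reduction with DTT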
N-glyco inh: N-linked glycosylation inhibition | 360,000 compounds, 0.23% hits | D54 ERlucT glycosylation luciferase reporter, 24 h; percent of 100 nM tunicamycin response | reporter increase, % at 12.5 µM;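 active = mean luciferase reporter signal, scaled so untreated is 0 and the glycosylation-blocking control 100, at or above a set limit in every replicate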;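 note: luciferase carries N-glycosylation sites so blocking glycosylation raises the light; 0% = median of neutral control wells and 100% = median of 100 nM tunicamycin wells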
Cardio protect: protects H9c2 cardiomyocytes from peroxide injury | H2O2 injury protection, ATPLite, 2 h | protection from H2O2 cell death, % at 20 µM | 360,000 compounds, 0.63% hits | AID 588492;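 active = compounds giving at least 50% protection of heart cells from peroxide-induced death in the single-dose screen, raw or plate-pattern-corrected value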;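 note: 0% = DMSO wells with peroxide and 100% = DMSO wells without peroxide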
HTR2A ag: agonists of mouse serotonin 5-HT2A receptor (HTR2A); CHO-K1 mHTR2A beta-arrestin complementation, luminescence; percent of 30 µM serotonin response; 360,000 compounds, 0.66% hits; activation, % at 7.6 µM; P35363;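 active = activation above a run cutoff, the mean activation of all tested compounds plus 3 SD, cut at about 14% in these data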;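 note: 0% = plate median of compound wells and 100% = 30 µM serotonin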
Numbers without * were called inactive; . = not tested or not shown. Rows are unselected; any-hit rate near 4.2%.

SMILES	ABCB6 inh 2	Exocytosis inh	CaV13 ICDI inh	MC4R antag cAMP	ABHD5-PLIN5 inh	MC4R ag barr	PDI inh	N-glyco inh	Cardio protect	HTR2A ag
COc1ccc(N2CCN(CCCn3cnc4c(OC)ncnc43)CC2)cc1	100	4	-7	7	-14	1.6	-1	4	-6	-5
NC(=O)[C@@H]1CCOc2c(I)cc([N+](=O)[O-])cc2C(=O)N[C@@H](CO)C(=O)NCC(=O)N1	94	47	-8	-3	-3	1.4	0	3	8	0
O=C(NC1=NCCS1)c1sc2ccccc2c1Cl	97	-3	-9	13	7	-2.6	-3	-6	-14	-1
Cc1ccsc1/C=C1\SC(N)=NC1=O	97	-2	-2	-18	-4	-2.2	4	0	-2	-6
Cc1c(Cl)cccc1-n1c(SCC(=O)N2CCC(C(=O)O)CC2)nnc1-c1ccncc1	98	-5	-18	13	-4	0.8	0	2	1	2
CCN1C[C@@H]2[C@@H]3C(=O)N(C)C(=O)[C@@H]3[C@](C)(C1=O)N2C(=O)c1ccc(Cl)c(Cl)c1	100	-7	-5	13	10	0.3	-1	1	3	10
CCOc1cc(Br)c(C=O)cc1OCC	97	2	-18	-28	-1	-1.2	-6	12	-6	-6
CC(NC(=O)CN1CCN(Cc2cccc(F)c2)CC1)c1ccccc1 (centres undefined)	101	-3	2	1	-3	-1.8	-5	0	-4	10
Cc1ccc(S(=O)(=O)N2CCC(C(=O)N(C)C3CCS(=O)(=O)C3)CC2)cc1 (centres undefined)	87	0	-4	-3	3	-2.6	-16	0	2	-1
Cc1cc(C)n(CC(=O)c2cccc([N+](=O)[O-])c2)n1	98	14	0	1	4	-1.2	8	2	5	-2
Cc1cc(Nc2cccc(F)c2)nc(NCc2ccccc2)n1	96	4	-3	4	19	0.5	-2	-6	-20	0
O=C(CSc1nnnn1-c1ccccc1)Nc1nsc(-c2ccc(Cl)cc2)n1	96	2	.	7	-1	16*	7	0	-7	6
CSCCC1NC(=O)C(C(C)=NNC(N)=O)=C1O (centres undefined)	95	9	-7	8	-8	-0.5	8	2	0	-3
CCC1(c2ccccc2)NC(=O)N(CC(=O)Nc2ccccc2N2CCCCC2)C1=O (centres undefined)	94	6	.	8	-4	-1.0	-5	2	30	-4
COc1ccc2[nH]c(=O)c(CN(Cc3cccnc3)C(=S)NCC3CCCO3)cc2c1 (centres undefined)	99	0	-7	6	-5	-0.5	0	1	26	4
Cc1nnc(C)n1/N=C/c1ccc(C(=O)O)cc1	100	-2	-6	2	1	-1.5	8	2	14	3
Cc1nnc(NC(=O)CSc2nccn2C)s1	98	-1	-9	11	2	-1.2	-9	1	2	4
CCC(C)N(C(=O)COc1ccc(Br)cc1C=O)C1CCS(=O)(=O)C1 (centres undefined)	102	-4	-8	1	4	0.2	8	-1	1	4
CC(C)N1CC=C2C(C#N)=C(N)C(C#N)(C#N)C(c3ccccc3)C2C1 (centres undefined)	113	2	-8	4	-8	-0.7	-3	1	22	4
COc1ccccc1N1CCN(CC(O)c2c(C)[nH]c3ccccc23)CC1 (centres undefined)	89	24	-4	9	7	0.1	-5	-1	3	-12

A run of entries taken from the entries so far, for reference:
SMILES	ABCB6 inh 2	Exocytosis inh	CaV13 ICDI inh	MC4R antag cAMP	ABHD5-PLIN5 inh	MC4R ag barr	PDI inh	N-glyco inh	Cardio protect	HTR2A ag
O=C(NC1=NCCS1)c1sc2ccccc2c1Cl	97	-3	-9	13	7	-2.6	-3	-6	-14	-1
Cc1ccsc1/C=C1\SC(N)=NC1=O	97	-2	-2	-18	-4	-2.2	4	0	-2	-6
Cc1c(Cl)cccc1-n1c(SCC(=O)N2CCC(C(=O)O)CC2)nnc1-c1ccncc1	98	-5	-18	13	-4	0.8	0	2	1	2
CCN1C[C@@H]2[C@@H]3C(=O)N(C)C(=O)[C@@H]3[C@](C)(C1=O)N2C(=O)c1ccc(Cl)c(Cl)c1	100	-7	-5	13	10	0.3	-1	1	3	10
CCOc1cc(Br)c(C=O)cc1OCC	97	2	-18	-28	-1	-1.2	-6	12	-6	-6
CC(NC(=O)CN1CCN(Cc2cccc(F)c2)CC1)c1ccccc1 (centres undefined)	101	-3	2	1	-3	-1.8	-5	0	-4	10
Cc1ccc(S(=O)(=O)N2CCC(C(=O)N(C)C3CCS(=O)(=O)C3)CC2)cc1 (centres undefined)	87	0	-4	-3	3	-2.6	-16	0	2	-1
Cc1cc(C)n(CC(=O)c2cccc([N+](=O)[O-])c2)n1	98	14	0	1	4	-1.2	8	2	5	-2
Cc1cc(Nc2cccc(F)c2)nc(NCc2ccccc2)n1	96	4	-3	4	19	0.5	-2	-6	-20	0
O=C(CSc1nnnn1-c1ccccc1)Nc1nsc(-c2ccc(Cl)cc2)n1	96	2	.	7	-1	16*	7	0	-7	6
CSCCC1NC(=O)C(C(C)=NNC(N)=O)=C1O (centres undefined)	95	9	-7	8	-8	-0.5	8	2	0	-3
CCC1(c2ccccc2)NC(=O)N(CC(=O)Nc2ccccc2N2CCCCC2)C1=O (centres undefined)	94	6	.	8	-4	-1.0	-5	2	30	-4
COc1ccc2[nH]c(=O)c(CN(Cc3cccnc3)C(=S)NCC3CCCO3)cc2c1 (centres undefined)	99	0	-7	6	-5	-0.5	0	1	26	4

Next entries:
SMILES	ABCB6 inh 2	Exocytosis inh	CaV13 ICDI inh	MC4R antag cAMP	ABHD5-PLIN5 inh	MC4R ag barr	PDI inh	N-glyco inh	Cardio protect	HTR2A ag
N=C1C(c2nc3ccccc3[nH]2)=C(O)CN1NC(=O)c1c[nH]c2ccccc12	98	-4	-6	1	12	-3.0	-3	5	5	-1
Cc1cccc(C)c1OCc1cc(C(=O)NC2CCC(O)CC2)no1 (centres undefined)	103	1	.	2	-2	-3.5	7	0	3	11
O=c1oc(-c2cccs2)nc2sc3c(c12)CCCCC3	100	13	-5	-2	-3	0.1	5	-2	-14	5
O=C(C1=C[C@H](c2csc3ccccc23)C[C@H](OCc2ccc(CO)cc2)O1)N1CCOCC1	83	-6	-5	5	2	1.0	11	-4	17	5
Cc1ccc(NC(=O)NC(=O)CN2C(=O)NC3(CCc4ccccc43)C2=O)c(C)c1 (centres undefined)	99	0	-5	3	3	0.9	3	0	-18	-2
COC(=O)[C@H](CC(C)C)NC(=O)NCCC1=CCCCC1	100	4	-5	16	-7	-1.9	6	-1	4	3
O=c1c(C(c2c(O)nc3n(c2=O)CCS3)c2cccc3ccccc23)c(O)nc2n1CCS2	94	0	-3	-3	20	-1.3	20	-2	4	0
CCN(CC)S(=O)(=O)c1ccc(N2CC(C(=O)NCc3cccnc3)CC2=O)cc1 (centres undefined)	92	-16	-4	7	9	1.4	-3	2	2	-2
O=C(CCSCCC(=O)NN=Cc1cccc(Cl)c1)NN=Cc1cccc(Cl)c1	97	9	-10	-1	0	0.3	4	4	-6	3
O=C1OC(c2ccc(Cl)cc2)/C(=C(/O)c2ccccc2)C1=O (centres undefined)	97	-14	-4	9	23*	-2.2	-3	0	-4	4
COc1ccc([N+](=O)[O-])cc1NCc1cccnc1	97	-3	-5	11	-1	-4.4	0	1	10	1
CC(OC(=O)c1nccnc1N)C(=O)Nc1ccc(S(=O)(=O)N2CCCC2)cc1 (centres undefined)	103	-1	-3	0	-10	2.6	0	-3	-4	3
COc1ccc(S(=O)(=O)N(C(C)=O)c2ccc(OC(C)=O)c3ccccc23)cc1[N+](=O)[O-]	99	20	-19	5	10	-1.9	12	2	-24	3
O=C(CCc1nc2ccccc2s1)OCc1ccccc1	98	0	-17	6	-3	0.7	1	2	3	-2
CCCCc1c(-c2cccc(Cl)c2)ncn1CCc1ccccc1OC	118	9	-10	.	-7	.	.	.	.	-6
COc1cccc(N(C(=O)Cn2nnc(-c3ccc(C)o3)n2)C(C(=O)NC(C)(C)C)c2cccs2)c1 (centres undefined)	93	-2	-5	3	0	1.5	0	-2	-2	0
CC(=O)c1cc(C#N)c(N2CCOCC2)nc1C	99	-2	-3	6	1	-2.1	-7	0	6	-1
O=C(Cc1ccccc1)NN1C(=O)C2C3C=CC(C4CC34)C2C1=O (centres undefined)	99	3	-4	-4	0	-2.7	5	0	1	5
CCn1ncc(Br)c1C(=O)Nc1sc2c(c1C(N)=O)CCC2	99	2	.	-17	-5	2.6	7	0	2	2
CCS(=O)(=O)Nc1c(C(=O)O)[nH]c2ccccc12	102	-1	-5	8	-5	-1.1	-6	4	3	3

3 compounds out of the list above, sorted by their value in ABHD5-PLIN5 inh, falling.
canonical_smiles | ABCB6 inh 2 | Exocytosis inh | CaV13 ICDI inh | MC4R antag cAMP | ABHD5-PLIN5 inh | MC4R ag barr | PDI inh | N-glyco inh | HTR2A ag
CCN(CC)S(=O)(=O)c1ccc(N2CC(C(=O)NCc3cccnc3)CC2=O)cc1 (centres undefined) | 92 | -16 | -4 | 7 | 9 | 1.4 | -3 | 2 | -2
CC(=O)c1cc(C#N)c(N2CCOCC2)nc1C | 99 | -2 | -3 | 6 | 1 | -2.1 | -7 | 0 | -1
CC(OC(=O)c1nccnc1N)C(=O)Nc1ccc(S(=O)(=O)N2CCCC2)cc1 (centres undefined) | 103 | -1 | -3 | 0 | -10 | 2.6 | 0 | -3 | 3

(more compounds)
SMILES	ABCB6 inh 2	Exocytosis inh	CaV13 ICDI inh	MC4R antag cAMP	ABHD5-PLIN5 inh	MC4R ag barr	PDI inh	N-glyco inh	Cardio protect	HTR2A ag
COc1ccc(NCc2ccc(OC)c(Cn3ccnc3)c2)c(OC)c1	102	13	-3	7	-1	0.2	0	2	-6	-2
Cc1ccc(C(=O)O/N=C/c2c(N3CCOCC3)n(C)c3ccccc23)cc1	92	-2	-3	-2	0	-0.2	3	1	-1	1
O=c1[nH]c2ccccc2cc1CN(Cc1ccco1)S(=O)(=O)c1ccccc1	160	4	-7	0	3	1.4	-1	-3	3	1
O=C(COc1ccccc1[N+](=O)[O-])N/N=C/c1ccc(O)cc1	98	-2	-3	1	3	-0.3	-2	1	8	-2
CCOc1cc(S(=O)(=O)Nc2ccccn2)ccc1F	101	-3	-1	3	3	-3.0	-4	1	2	1
CSc1ccc(CNCCCSc2ncccn2)cc1	96	9	7	-2	5	1.3	14	1	10	1
O=C(O)C(=Cc1cccc([N+](=O)[O-])c1)c1ccccc1	91	-8	-6	-3	7	-0.8	-2	4	-3	8
CCCCOC(=O)Nc1nnc(SCCOc2ccc(C)cc2)s1	99	-1	-2	-8	2	5.9	-29	-2	2	2
O=C(CN1C(=O)c2ccccc2S1(=O)=O)Nc1ccc([N+](=O)[O-])cc1	94	-7	-2	17	4	0.8	8	-5	3	-1
CC(C)NC(=O)CN1CCC(O)(c2ccccc2)CC1	101	-1	.	1	0	-1.4	5	1	3	-3
Cc1ccc(C(=O)c2ccc([N+](=O)[O-])cc2)c(C)c1	94	-7	-6	-3	-3	1.0	-1	-2	-14	-2
O=C(Cn1ncc2c([nH]c3ccccc32)c1=O)NCCc1ccccc1	97	-12	-6	1	11	2.1	-11	1	2	-2
